RMI-FANCM inh: disruptors of RMI1/RMI2 association with MM2 peptide – biochemical, fluorescence polarization, human, primary screen; RMI core complex (RMI1/RMI2) binding to FANCM MM2 peptide, human; RMI core complex with F-MM2 peptide; active compounds read low; FP signal (polarization) at 33 µM; actives 0.58% (n = 70,000); AID 1159607, 2016; in the data active = FP signal below about 40; also: inactives centre near 61; strong numbers were not always called active; unit not given here
Active calls of the source: *; & = joins results of further samples. Only part of the results is shown; count on the stated rates, not on these rows.

SMILES	RMI-FANCM inh
CC1CCCCN1S(=O)(=O)c1ccc(C(=O)Nc2nnc(C3CCCO3)o2)cc1 (centres undefined)	66
COCC(=O)NCCn1ncc2c(N3CCCC3)ncnc21	65
O=C(NCCCn1nc(-c2ccco2)ccc1=O)c1ccc(F)cc1F	65
Cc1ccc2oc3c(c(=O)c2c1)C(c1ccccc1)N(c1nccs1)C3=O (centres undefined)	74
CCC(C(=O)NCCn1ncccc1=O)c1ccccc1 (centres undefined)	64
CCOc1ccc(NC(=O)Cc2csc(Nc3ccc(F)cc3)n2)cc1	68
O=C(Nc1ccc2c(c1)N(C(=O)c1cccs1)CC2)c1cc2ccccc2oc1=O	71
O=S(=O)(NCCCN1CCN(c2ccccc2)CC1)c1ccc2c(c1)OCCO2	61
O=c1cc(O)nc2ccccn12	44
CC(C)NC(=S)NNC(=O)C1CC2CCC1O2 (centres undefined)	55
Cn1c(=O)c(/C(N)=N\OC(=O)c2cccs2)cn(-c2ccccc2)c1=O	59
CSCCC(NS(=O)(=O)c1cc(C(F)(F)F)cc(C(F)(F)F)c1)C(=O)NN (centres undefined)	59
COc1cccc2sc(NC(=O)/C=C/c3ccccc3)nc12	70
Cc1ccc2nc3c(cc(C(=O)N4CCN(C(=O)c5ccco5)CC4)n3C)c(=O)n2c1	60
O=C(CN1C(=O)c2ccccc2S1(=O)=O)Nc1ncnc2nc[nH]c12	53
O=C(CN1C(=O)c2ccccc2C1=O)NCC1COC2(CCCCC2)O1 (centres undefined)	53
NC(=NS(=O)(=O)c1cc(C(F)(F)F)cc(C(F)(F)F)c1)c1cccs1	66
COC(=O)c1ccccc1SC(CC(=O)c1cccnc1)c1ccc(F)cc1 (centres undefined)	60
COc1ccc(-c2cn3nc(COc4ccc([N+](=O)[O-])cc4)n4c3c2CCCC4)cc1OC	56&55
Nc1c2cnn(-c3ccccc3)c2nc(=O)n1-c1ccccc1	66
Cc1ccc(-c2c(C)nn3c(N4CCN(c5cccc(C)n5)CC4)cc(C)nc23)cc1	53
Cc1ccccc1C(=O)N/N=C\c1ccc(OC(=O)c2ccccc2)cc1	63
N#C/C(=C\c1ccsc1Sc1ccc(Cl)cc1)S(=O)(=O)c1ccc(C(F)(F)F)cn1	48
O=C(OCc1ccc([N+](=O)[O-])cc1)c1ccc(S(=O)(=O)NCC2CCCO2)cc1 (centres undefined)	59
COc1ccc(CCNC(=O)C(=O)NCC2CCCN2S(=O)(=O)c2cccs2)cc1OC (centres undefined)	58
O=C(CSc1nnc(NC(=O)c2ccc3ccccc3c2)s1)NCC1CCCO1 (centres undefined)	59
CCOC(=O)N1CCc2c(sc(NC(=O)c3cc(Cl)sc3Cl)c2C#N)C1	69
COc1ccc(C(=O)/C=C/Sc2nc3ccc(C)cc3[nH]2)cc1	51
N/C(Cc1cccc2ccccc12)=N/OC(=O)c1ccc(Cl)cc1	53
CCC(=O)Nc1ccc(C(=O)NCCNS(=O)(=O)c2cc(C)ccc2C)cc1	61
O=C(Nc1ncn[nH]1)c1ccc(Cl)c(S(=O)(=O)N2CCCCC2)c1	66
S=C1NCCCN1C1CCCCC1	55
COc1ccc(N2CCN(S(=O)(=O)N3CCCCCC3)CC2)cc1	64
Cc1ccccc1COc1cn(CC(=O)NCc2ccc3c(c2)OCO3)c(C)cc1=O	53
Cc1cccc(CC(=O)Nc2ccc3c(c2)OCC(C)(C)C(=O)N3)c1	69
OC1(C(F)(F)F)CC(c2nccs2)=NN1 (centres undefined)	54
CSC(=CC(=O)c1cccs1)SC	54
COc1ccc(NC(=O)CCNS(=O)(=O)c2ccccc2)cc1	53
O=C(Nc1ccc2c(c1)N(C(=O)C1CC1)CC2)c1ccc(C(F)(F)F)cc1	71
COc1cccc(CNC(=O)CSc2ncc(-c3ccc(F)cc3)o2)c1	67

Reprinted at random: three entries already listed.
SMILES	RMI-FANCM inh
O=C(Nc1ncn[nH]1)c1ccc(Cl)c(S(=O)(=O)N2CCCCC2)c1	66
COc1ccc(NC(=O)CCNS(=O)(=O)c2ccccc2)cc1	53
Cc1ccccc1COc1cn(CC(=O)NCc2ccc3c(c2)OCO3)c(C)cc1=O	53

An excerpt of these results, as labelled records.
> Cc1cccc(CC(=O)Nc2ccc3c(c2)OCC(C)(C)C(=O)N3)c1
  RMI-FANCM inh: 69

> OC1(C(F)(F)F)CC(c2nccs2)=NN1 (centres undefined)
  RMI-FANCM inh: 54

> CSC(=CC(=O)c1cccs1)SC
  RMI-FANCM inh: 54

New compounds follow
SMILES	RMI-FANCM inh
O=C(Cc1cccs1)NCCn1nc(-c2ccncc2)ccc1=O	66
CCOC(=O)CSc1nnc(NC(=O)c2ccco2)s1	54
CN1C(=O)NC(c2cccnc2)C(C(=O)c2cccs2)C1(O)C(F)(F)F (centres undefined)	59
CN(C)C=NC(=S)N1CCOCC1	57
Cc1ccc(N=Cc2ccccc2O)c(C(=O)c2ccccc2)c1	59
CCOC(=O)C1CCCN(C(=O)Nc2cn(C)c3ccccc23)C1 (centres undefined)	52
CC1CC(C)CN(C(=O)c2ccc3c(=O)n(CCC4=CCCCC4)c(=S)[nH]c3c2)C1 (centres undefined)	61
Cc1cc(C(=O)O/N=C(/N)COc2ccc([N+](=O)[O-])cc2)no1	56
CCOc1c(C)cnc2c1c(=O)n(Cc1ccc(C(=O)OC)o1)c(=O)n2C	58
CCOc1ccc2ncc3c(-c4ccccc4)nn(CC(=O)NCc4ccccc4)c3c2c1	104
COc1ccc(NC(=O)Cn2c(C)nc3c(sc4ccccc43)c2=O)cc1Cl	109
Cn1cccc1C(CNC(=O)C(=O)NCCC1=CCCCC1)N1CCc2ccccc2C1 (centres undefined)	64
O=C(NC(Nc1ncccn1)C(Cl)(Cl)Cl)c1ccccc1 (centres undefined)	61
CC(=O)N1CCc2ccc(NS(=O)(=O)c3ccccc3Cl)cc21	69
CC(=O)N1CCc2c(sc(NC(=O)c3cc4ccccc4oc3=O)c2C#N)C1	68
COc1ccc(S(=O)(=O)Nc2nc(CC(=O)NCC3CCCCC3)cs2)cc1	56
C/C(=N/NC(=O)c1ccc(Cl)cc1)C1CC1	55
Cc1onc(-c2ccccc2)c1CNS(=O)(=O)c1ccc(-c2ccccn2)s1	55
COc1ccccc1OCC(=O)NNC(=O)c1ccc(=O)n(Cc2ccc(Cl)cc2)c1	62
CCOC(=O)NNC(=S)NC1CC2C=CC1C2 (centres undefined)	58
Cc1cc(C)cc(OCCNS(=O)(=O)c2ccccc2[N+](=O)[O-])c1	59
Cc1ccc(NC(=O)CN2CCC(C(=O)Nc3ccc(F)c(F)c3)CC2)cc1	57
Cc1oc(-c2ccc(Cl)cc2)nc1CSc1nc(-c2ccncc2)cc(=O)[nH]1	64
Cn1cccc1C(CNS(=O)(=O)Cc1ccccc1F)N1CCc2ccccc2C1 (centres undefined)	67
CCc1ccc2nc(N(Cc3ccccn3)C(=O)c3ccn(C)n3)sc2c1	72
CS(=O)(=N/C=C(\C#N)C(=O)c1ccccc1)c1ccc(OC(=O)c2ccc(Cl)cc2)cc1 (centres undefined)	59
Cc1ccc(S(=O)(=O)N2CCC(C(=O)N3CC4(C)CC3CC(C)(C)C4)CC2)cc1 (centres undefined)	65
CC1CCc2c(sc(NC(=O)c3ccc([N+](=O)[O-])o3)c2-c2nc3ccccc3s2)C1 (centres undefined)	58
COc1ccccc1CCNC(=O)c1cc(-c2ccco2)nc2c1c(C)nn2C1CCS(=O)(=O)C1 (centres undefined)	78
CCOC(=O)c1nnn(-c2ccc(Cl)cc2)c1N	77
CC(=O)Nc1cc(C2CC2)[nH]n1	48
CN1C(=O)C(C)(C)COc2ccc(NS(=O)(=O)c3ccc(Br)cc3)cc21	66
COc1ccc(-c2cc3c(SCC(=O)Nc4ccc(C)c(C)c4)nccn3n2)cc1	85
CC(C)c1ccc(/C=C/C(=O)N2CCC3(O)CCCCC3C2)cc1 (centres undefined)	54
CCOC(=O)c1c(-c2ccc(C)cc2)csc1NC(=O)/C=C/c1cccs1	52
Cc1ccc(N2CC(c3nc(-c4ccc(Br)cc4)no3)CC2=O)c(C)c1 (centres undefined)	110
O=C(OC1CCCCc2cccnc21)c1ccc(Cl)cc1 (centres undefined)	59
COc1ccc(-c2noc(C3CCN(S(=O)(=O)c4ccccc4)CC3)n2)cc1	57
Fc1cc(Br)c(F)cc1Br	63
Cc1nc2c(=O)n(Cc3ccc(Br)cc3)nc(-c3ccco3)c2s1	61
COc1cc([N+](=O)[O-])cc2sc(NC(=O)c3ccccc3S(C)(=O)=O)nc12	62
CC1(C)Cc2cccc(C(=O)Nc3ccc(-c4csnn4)cc3)c2O1	62
O=C(CSc1ccccc1)N(CCn1cccn1)c1nc2ccccc2s1	62
Cc1sc2ncnc(SC(c3ccccc3)c3ccccc3)c2c1-c1ccc(Cl)cc1	72
O=C(CSc1nccn1Cc1ccccc1)Nc1ccccc1	68
CC1=NCCN1S(=O)(=O)c1cc([N+](=O)[O-])ccc1Cl	57
C=CCN1C(=O)C(C)(C)COc2ccc(NS(=O)(=O)c3ccc(CC)s3)cc21	65
CCOc1ccc2ccccc2c1C(=O)NNC(=O)c1ccc(=O)n(Cc2ccccc2)c1	63
CCOC(=O)C1=C(C)N=c2s/c(=C/N(C)C)c(=O)n2C1c1ccccc1 (centres undefined)	166
Cc1cc(C)c(N2CCN(S(=O)(=O)N3CCOCC3)CC2)c(C)c1	65

The list goes on:
SMILES	RMI-FANCM inh
Nc1ccccc1C(=O)NNC(=O)c1ccccc1N	52
COc1ccc(C2C=C(c3ccccc3)NC(=S)S2)cc1OC (centres undefined)	49
CC1CCCCC1NC(=S)Nc1ccc(OC(F)F)cc1 (centres undefined)	58
O=C(O)c1cccc(Cl)c1C(=O)O	58
C(=N/Nc1ncnc2c1cnn2-c1ccccc1)/c1cccs1	63
CCOc1cc(S(=O)(=O)N2CCN(c3cccc(C(F)(F)F)c3)CC2)c(OCC)cc1C	71
O=C(CSc1cn(Cc2ccc(Br)cc2)c2ccccc12)N1CCN(c2ccccc2)CC1	58
CSc1ncccc1C(=O)Nc1ccc2c(c1)N(C(=O)C1CC1)CC2	70
COc1cccc(OC)c1OCCNCC1CSc2ccccc2O1 (centres undefined)	56
Cc1ccc(S(=O)(=O)NCC(=O)N2CCOC(c3ccccc3)C2)c(C)c1 (centres undefined)	73
CCSc1ccccc1C(=O)Nc1nc2cc3c(cc2s1)OCO3	55
O=C(COc1ccc(Cl)cc1Cl)Nc1c2c(nn1-c1ccc([N+](=O)[O-])cc1)CSC2	60
CCN1CCc2c(sc(NC(=O)CSc3ccc(F)cc3)c2C(N)=O)C1	60
Cc1ccc2nc(-c3c(N4CCOCC4)nc4ccc(C)cc4c3-c3ccccc3)cc(-c3ccccc3)c2c1	71
Cc1ccc(/C=C2\SC(=O)N(c3ccccc3)C2=O)o1	94
O=S(=O)(c1ccc(C(F)(F)F)cc1)N1CCN(c2ccc(-c3ccncc3)nn2)CC1	61
O=C1NC(=O)C2(CCN(S(=O)(=O)c3ccc4cccc5c4c3CC5)CC2)N1	62
CC(=O)N[C@@H](CCC(=O)O)C(=O)O	63
Cn1cccc1C(C#N)N1CCc2ccccc2C1 (centres undefined)	69
COc1ccc(NC(=O)c2cccn(OCc3ccc(F)cc3)c2=O)c(OC)c1	57

Reformatted with values ahead of the structure: 3 of the compounds above
RMI-FANCM inh	smiles
55	CCSc1ccccc1C(=O)Nc1nc2cc3c(cc2s1)OCO3
60	O=C(COc1ccc(Cl)cc1Cl)Nc1c2c(nn1-c1ccc([N+](=O)[O-])cc1)CSC2
60	CCN1CCc2c(sc(NC(=O)CSc3ccc(F)cc3)c2C(N)=O)C1

Sorted by SMILES length (high to low): 7 of the compounds above
SMILES	RMI-FANCM inh
Cc1ccc2nc(-c3c(N4CCOCC4)nc4ccc(C)cc4c3-c3ccccc3)cc(-c3ccccc3)c2c1	71
O=C(COc1ccc(Cl)cc1Cl)Nc1c2c(nn1-c1ccc([N+](=O)[O-])cc1)CSC2	60
O=S(=O)(c1ccc(C(F)(F)F)cc1)N1CCN(c2ccc(-c3ccncc3)nn2)CC1	61
COc1ccc(NC(=O)c2cccn(OCc3ccc(F)cc3)c2=O)c(OC)c1	57
Cc1ccc(/C=C2\SC(=O)N(c3ccccc3)C2=O)o1	94
CC(=O)N[C@@H](CCC(=O)O)C(=O)O	63
Cn1cccc1C(C#N)N1CCc2ccccc2C1 (centres undefined)	69

(list continues)
SMILES	RMI-FANCM inh
CCOC(=O)c1c(-c2ccc(Cl)cc2)csc1NC(=O)CSc1nnc2scc(-c3ccccc3)n12	76
Cc1ncc(CNS(=O)(=O)c2ccccc2C(F)(F)F)c(N)n1	54
COC(=O)c1c(-c2ccc(F)cc2)csc1NC(=O)c1ccc(NS(=O)(=O)c2cc(C)ccc2C)cc1	57
O=C(Nc1nnc(-c2cc(Cl)sc2Cl)o1)c1cccs1	69
O=C1c2ccncc2C(=O)N1CNc1ccc(Cl)c(Cl)c1	61
O=[N+]([O-])c1ccc(-c2csc(COc3ccc4nonc4c3)n2)cc1	53
O=C(CSc1nc2c(sc(=S)n2-c2ccccc2)c(=O)[nH]1)Nc1ccccc1C(F)(F)F	58
O=C(Nc1ccc2c(c1)CN(C(=O)c1ccccc1)CC2)c1ccco1	66
CC(C)(C)C(=O)NCC1CCN(Cc2cccs2)CC1	70
COc1ccc(CNC(=O)CSc2nc3c(c(=O)[nH]2)CN(Cc2ccc(F)cc2)CC3)cc1	68
N/C(=N/O)c1c(-c2ccccc2)cc(-c2ccc3ccccc3c2)[nH]c1=O	55
O=C(Nc1ccc(-c2nc3ccccc3o2)cc1)c1ccc(Cl)s1	88
CCOc1ccc(-n2ccnc(SCc3ccc(F)cc3Cl)c2=O)cc1	74
O=c1c2ccccc2nc2c3ccccc3c(SCc3ccco3)nn12	60
CC1(C)C(=O)NCCN1C(=O)Cc1ccc(S(C)(=O)=O)cc1	53
CCOC(=O)/C=C/C(=O)Nc1nccs1	58
CCC(C)Nc1ncnc(N)c1[N+](=O)[O-] (centres undefined)	45

Source: PubChem (Small Molecule Screening Facility, UW Madison)
